High-throughput results: PubChem BioAssay, National Center for Advancing Translational Sciences (NCATS)
N370S GC mod: N370S glucocerebrosidase modulation, Gaucher chaperone candidate; P04062; Potency, µM (highest dose often 59.4 µM), inactives show at the highest dose activity change, negative = inhibition, actives largely listed as inhibitors; 0.092% of 330,000 active; AID 2101; N370S GC spleen homogenate, 4MU-glucoside fluorescence;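 further: 0% = full enzyme activity and -100% = no enzyme basal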
DT40 TDP1 CPT: growth inhibition of DT40 Tdp1-/-;hTDP1 cells with camptothecin (screen for TDP1 inhibitors) | chicken DT40 Tdp1-/-;hTDP1 cells + 20 nM CPT, ATP luminescence, 48 h | Potency, µM (highest dose often 46.2 µM), inactives show at the highest dose activity change, negative = growth inhibition, most hits filed as inhibitors | 12% of 420,000 active | AID 686979; further: nearly all actives have a fitted effect of over 55% in size
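Chicken DT40 Tdp1-/- cells complemented with human TDP1, 400 cells/well, exposed to compounds plus 20 nM camptothecin for at least 48 h at 37 C; viability read as ATP content by CellTiter-Glo luminescence.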
FEN1 inhibitor: inhibitors of human flap endonuclease 1; P39748; Recombinant FEN1 flap cleavage, fluorescence, 15 min; Potency, µM (top dose mostly 114 µM), inactives show top-dose activity change, negative = inhibition, hits mostly inhibitors; 0.35% of 390,000 active; AID 588795; further: nearly all actives have a fitted effect of over 65% in size
Target sequence (P39748 whole entry, looked up): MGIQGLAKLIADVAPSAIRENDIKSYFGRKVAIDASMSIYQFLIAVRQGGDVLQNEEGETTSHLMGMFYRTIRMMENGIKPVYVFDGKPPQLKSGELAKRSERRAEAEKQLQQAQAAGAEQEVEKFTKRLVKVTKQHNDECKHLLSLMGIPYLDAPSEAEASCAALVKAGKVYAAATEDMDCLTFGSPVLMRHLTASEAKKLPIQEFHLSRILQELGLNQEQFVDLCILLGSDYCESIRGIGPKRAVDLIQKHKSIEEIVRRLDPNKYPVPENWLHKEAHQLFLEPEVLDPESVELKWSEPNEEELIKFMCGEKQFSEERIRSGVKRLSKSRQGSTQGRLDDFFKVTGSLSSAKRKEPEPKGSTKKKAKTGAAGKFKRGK
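FEN1 at 10 nM, compound pretreatment for 15 min (room temperature), 50 nM final substrate to initiate; endpoint reads at 0 and 15 min; DMSO-only plates used as vehicle background.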
* marks the source's active call; other numbers are inactive results; u = inconclusive; x = not tested or not shown; & = joins results of further samples; [ ] = remark or other dose. The call rests on the fitted dose curve; in most records, active means well fitted curve in the direction sought with a large enough effect; inconclusive means small, poorly fitted or top-dose-only effect, or another doubt; inactive means no such curve, though single readings can be large; an effect the other way counts as inactive or inconclusive. Unless noted, on the % scale 0 is the no-effect control and ±100 the full control effect; potency means the concentration at half of the fitted maximal effect. An excerpt, so the mix of outcomes need not match the whole.

smiles,N370S GC mod,DT40 TDP1 CPT,FEN1 inhibitor
C/C(=N\Nc1ccc(F)cc1F)c1ccc(N2CCOCC2)cc1,-8%,u,-3%
CCOc1ccc(Nc2ccc(N3C(=O)CCC3=O)cc2[N+](=O)[O-])cc1,-19%,0%,4%
O=C1CCN(CCCc2ccccc2)CCN1[C@H](CO)c1ccccc1,-3%,-24%,-2%
COc1cccc(O)c1O,7%,3.7µM*,x
Cc1ccc2[nH]c(=O)c3cc(C(=O)N(C)c4ccc(C)c(C)c4)sc3c2c1,4%,10µM*,-17%
COc1cc2cncnc2cc1OCCCCC(N)=O,x,2%,-14%
CN(C(=O)CSc1nc2ccccc2n1CC(=O)N(C)C1CCCCC1)c1ccccc1,x,u,-1%
CCSc1nnc(NC(=O)c2cc(C)oc2C)s1,-15%,u,0%
COc1ccc(CNC(=O)C(=O)NCCC2CCCCN2S(=O)(=O)c2cccs2)cc1 (configuration not stated),-7%,u,-10%
CC(C(=O)NC1CCS(=O)(=O)C1)N1C(=O)/C(=C/c2ccc(Cl)cc2)SC1=S (configuration not stated),u,-27%,-16%
O=C(Cn1cc2c(n1)CCCC2)Nc1ccccc1Cl,17%,-17%,-11%
COC(=O)c1ccccc1NC(=O)CSc1nc2cccnc2n1C,23%,u,-19%
C=CCn1c(Cc2cccs2)nnc1SCC(=O)Nc1ccc(C(=O)OCC)cc1,10%,-8%,12%
COc1cccc(C2C(C#N)=C(N)Oc3cc(C)[nH]c(=O)c32)c1OC (configuration not stated),1%,-14%,-3%
CCCCCCCCCCCCCCCCCCN(CCCCCCCCCCCCCCCCCC)c1ccc(/C=C/c2ccnc3ccccc23)cc1,x,-9%,-3%
O=C(NCc1ccc(Cl)cc1)c1ccc2c(c1)N(Cc1ccccc1F)C(=O)c1ccccc1S2=O (configuration not stated),x,u,9%
CCn1cc(/C=C(\NC(=O)c2ccccc2OC)C(=O)NCCCN2CCOCC2)c2ccccc21,-21%,u,-22%
COc1cc([N+](=O)[O-])cc(/C=N/NC(=O)c2cc(-c3ccccc3)nc3ccccc23)c1O,19%,21µM*,-1%
CCOc1ccc(NC(=O)CN2CCN(CC(=O)Nc3ccc(N(C)C)cc3)CC2)cc1,-5%,3%,-21%
Nc1cccc(-c2nnc3n2CCCCC3)c1,4%,u,3%
Cc1c(-c2n[nH]c(=S)n2-c2ccc(Br)cc2)nnn1-c1ccc(Cl)cc1,7%,5%,12%
CC(=O)c1ccc(C(=O)Nc2ccc3c(c2)C(=O)NC3=O)cc1,-1%,2%,9%
Fc1ccc(NC(=S)N2CCN(c3ccccn3)CC2)cc1Cl,x,u,-12%
C[C@@H](C(=O)OCC(=O)c1ccc(F)c(F)c1)N1C(=O)C2CCCCC2C1=O (some centres not stated),x,-16%,-13%
C=CCn1c(SCc2cc(C(=O)OC)c(C)o2)nnc1-c1ccncc1,0%,-6%,0%
CCc1ccc(NC(=O)c2cc(C)no2)cc1,-6%,15%,16%
O=C(CC1N=C2c3ccccc3N=C(SCc3cccc(Cl)c3)N2C1=O)NCc1ccc2c(c1)OCO2 (configuration not stated),x,u,-20%
CC(C)NC(=O)c1ccc(CSCc2ccccc2Cl)o1,-4%,u,-7%
COCCNC(=O)CSc1ccc(C)cc1,6%[2.35 µM],4%,-4%
O=C(CN(C(=O)CCC(=O)Nc1nccs1)c1cccc(F)c1)NCc1ccccc1,-8%,-2%,5%
CCCNC(=O)Cc1ccsc1,19%,-9%,-12%
Cc1ccc2[nH]c3c(=O)n(CC(=O)N(C)Cc4ccccc4)ncc3c2c1,x,-12%,14%
CC(=O)c1cccc(NC(=O)CCc2nc3sc4c(c3c(=O)[nH]2)CCCC4)c1,u,u,-1%
CCOc1cc(C(=O)Nc2ccc(S(=O)(=O)Nc3cc(C)on3)cc2)cc(OCC)c1OCC,0%,4%,-7%
Cn1c(=O)c2c(nc(CN3CCN(c4ccccc4)CC3)n2CCCc2ccccc2)n(C)c1=O,x,21µM*,15%
Cc1ccc(NC(=O)Cn2ncn3c(cc4ccccc43)c2=O)cc1C,x,u,-6%
Cc1ccc(O)c(N=CC2=C(O)c3ccccc3C2=O)c1,-20%,u,-31%
COc1cccc(C(=O)N2c3ncnn3C3(CCCCC3)[C@@H]3CCCC[C@@H]32)c1,x,u,4%
Cc1ccc(/C(N)=N/OC(=O)/C=C/c2ccccc2)cc1,2%,-25%,4%
Cc1ccccc1CSCCC(=O)NCCc1ccccc1,-15%,37%[activator],-8%
O=[N+]([O-])c1c(NCCO)cc(Sc2nc3ccccc3s2)c2nonc12,20%,0.82µM*,45µM*
CC1CCN(C(=O)c2ccc(NC(=O)CC3SC(N4CCCC4)=NC3=O)cc2)CC1 (configuration not stated),-1%,12%,-5%
CC1=C(C(=O)OCC2CCCO2)C(c2ccccc2)C2=C(CC(C)(C)CC2=O)N1 (configuration not stated),4%,-3%,-4%
CCOC(=O)c1c(C)oc2nc(C)nc(N(C)Cc3ccccc3)c12,x,18µM*,-6%
CCCCNC(=O)C1=C(N)C(C(=O)Nc2ccc(C)c(S(=O)(=O)N3CCCCC3)c2)SC1=Nc1ccc(C)cc1C (configuration not stated),x,23µM*,-11%
CCn1c(=O)cc(OCC(=O)NCCCN2CCN(c3cccc(Cl)c3)CC2)c2ccccc21,-2%,u,-1%
COc1ccc(CC(=O)Nc2cc(S(=O)(=O)N3CCOCC3)ccc2N2CCOCC2)cc1OC,x,2%,6%
O=C(COc1ccc(-n2cnnn2)cc1)Nc1ccc(F)c(F)c1,x,-30%,0%
Cn1c(=O)[nH]c(=O)c2c1nc(SCC(=O)O)n2CCOc1ccccc1,-18%,0%,1%
NS(=O)(=O)c1cccc(NC(=O)COC(=O)CCC2CCCC2)c1,x,16%,2%

Quoted at random: 5 records from the list, in no set order.
smiles,N370S GC mod,DT40 TDP1 CPT,FEN1 inhibitor
CCOc1cc(C(=O)Nc2ccc(S(=O)(=O)Nc3cc(C)on3)cc2)cc(OCC)c1OCC,0%,4%,-7%
Cc1ccc2[nH]c3c(=O)n(CC(=O)N(C)Cc4ccccc4)ncc3c2c1,x,-12%,14%
COc1cccc(C(=O)N2c3ncnn3C3(CCCCC3)[C@@H]3CCCC[C@@H]32)c1,x,u,4%
CC(=O)c1cccc(NC(=O)CCc2nc3sc4c(c3c(=O)[nH]2)CCCC4)c1,u,u,-1%
CCn1c(=O)cc(OCC(=O)NCCCN2CCN(c3cccc(Cl)c3)CC2)c2ccccc21,-2%,u,-1%

Next records.
smiles,N370S GC mod,DT40 TDP1 CPT,FEN1 inhibitor
COc1ccccc1C(=O)C1CCCN(C(=O)CCn2cnnn2)C1 (configuration not stated),-1%,-22%,-13%
CN(C)C1=C2C=CC=CC2/C(=C2/C=Cc3ccccc32)C=C1 (configuration not stated),x,u,16%
CC1CC(C)(C)CC2(C1)NC(=O)N(CC(=O)Nc1nccs1)C2=O (configuration not stated),-3%,1%,-11%
CCOC(=O)C1CCCN(CC(O)COc2ccc(OC)cc2C(C)(C)C)C1 (configuration not stated),-5%,u,-19%
CC(=O)NC1=NN(C(C)=O)C(c2cccc([N+](=O)[O-])c2)S1 (configuration not stated),5%,4%,-7%
COCCN(C(=O)COC(=O)c1cc2c(s1)CCCC2)c1c(N)n(Cc2ccccc2)c(=O)[nH]c1=O,6%,-6%,0%
FC(F)(F)c1ccccc1/C=N/N1CCN(Cc2ccccc2)CC1,20%,u,-18%
O=C1c2ccccc2C(=O)N1CCC(c1ccccc1)c1ccco1 (configuration not stated),u,u,-16%
COC(=O)C1(C(F)(F)F)N=C(N(C)C)OC(N(C)C)=N1,0%,23%,11%
COc1ccc(CCC(=O)N(C)CC(=O)Nc2cc(C)ccc2C)cc1,5%,-7%,1%
Cc1nnc2n(c1=O)N=C(c1ccc(Cl)cc1)CS2,u,-2%,-8%
COc1ccc(-c2noc(CCC(=O)N3CCN(c4cccc(F)c4)CC3)n2)cc1,x,u,-7%
O=C(NC(Cc1c[nH]c2ccccc12)C(=O)O)c1ccc2c(c1)OCO2 (configuration not stated),-3%,4%,4%
CC(=O)[C@@]1(O)[C@H](C)CC2C3CC=C4CC(OP(=O)(O)O)CC[C@]4(C)C3CC[C@@]21C (some centres not stated),1%,-27%,u
Brc1ccc(-c2c[n+]3c(n2-c2ccccc2)SCC3)cc1,14%,5.8µM*,1%
COc1ccc(-c2cnnn2-c2ccc(NC(=O)c3ccc(S(=O)(=O)N4CCCCC4)cc3)cc2)cc1OC,2%,21µM*,-3%
Cc1ccccc1OCC(=O)Nc1ccc(C)c(S(=O)(=O)N2CCCCCC2)c1,-5%,u,-17%
COc1cccc(C(=O)NOCc2ccc(C)cc2)c1OC,x,-30%,-3%
Cc1ccccc1C(=O)N1CCN=C1SCc1ccc([N+](=O)[O-])cc1,7%,-26%,-6%
COc1ccc(C(=O)COC(=O)c2ccco2)cc1,-3%,-1%,-2%
O=C(O)C1CCCN(S(=O)(=O)c2cccs2)C1 (configuration not stated),1%,3%,-13%
COc1ccc(S(=O)(=O)NCC(c2cccnc2)N2CCN(c3ccccc3)CC2)cc1C (configuration not stated),u,u,-1%
CCOc1ccc(NC2c3ccccc3C(=O)N2c2ccc(Cl)cn2)cc1 (configuration not stated),5%,-14%,-11%
C#CCn1c(=NC(=O)c2cccs2)sc2cccc(OCC)c21,10%,-25%,8%
O=C(CCc1c[nH]c2ccccc12)NCCc1ccccc1,-6%,5%,-7%

A second format for some results above:
CC(=O)NC1=NN(C(C)=O)C(c2cccc([N+](=O)[O-])c2)S1 (configuration not stated)
  N370S GC mod = 5%
  DT40 TDP1 CPT = 4%
  FEN1 inhibitor = -7%

Cc1nnc2n(c1=O)N=C(c1ccc(Cl)cc1)CS2
  N370S GC mod = u
  DT40 TDP1 CPT = -2%
  FEN1 inhibitor = -8%

Cc1ccc2[nH]c(=O)c3cc(C(=O)N(C)c4ccc(C)c(C)c4)sc3c2c1
  N370S GC mod = 4%
  DT40 TDP1 CPT = 10µM*
  FEN1 inhibitor = -17%

CCOc1ccc(Nc2ccc(N3C(=O)CCC3=O)cc2[N+](=O)[O-])cc1
  N370S GC mod = -19%
  DT40 TDP1 CPT = 0%
  FEN1 inhibitor = 4%

2 of the compounds above, with two lines to a compound:
Fields – N370S GC mod | DT40 TDP1 CPT | FEN1 inhibitor
COCCN(C(=O)COC(=O)c1cc2c(s1)CCCC2)c1c(N)n(Cc2ccccc2)c(=O)[nH]c1=O
    6% | -6% | 0%
COc1ccc(S(=O)(=O)NCC(c2cccnc2)N2CCN(c3ccccc3)CC2)cc1C (configuration not stated)
    u | u | -1%

Remaining list, next part:
smiles,N370S GC mod,DT40 TDP1 CPT,FEN1 inhibitor
Cc1cc(-c2n[nH]c(=S)n2-c2ccc(F)cc2)nn1C,1%,-2%,-6%
CCC(=O)Nc1cnc(NC(=O)c2cccc(F)c2)cc1C,2%,0%,-9%
Cc1cccc(NC(=O)c2cccc3c2C(=O)c2ccccc2-3)c1,9%,-23%,0%
CC(C(=O)Nc1nnc(C2CC2)s1)N1C(=O)C2CC=CCC2C1=O (configuration not stated),x,-4%,21%
CCc1ccc(NC(=O)CSc2nc3ccccc3nc2N2CCCCC2)cc1,u,u,-23%
O=C(Nc1ccc(C(=O)O)cc1)/C(=C\c1cccc([N+](=O)[O-])c1)NC(=O)c1ccc(Br)o1,-9%,-13%,-3%
COc1ccc(C(=O)Nc2ccc(C(=O)OCc3cc(=O)n4nc(C5CC5)sc4n3)cc2)cc1,x,-19%,2%
COc1ccc(C2c3c(ncn(CCCO)c3=N)Oc3ccc4ccccc4c32)cc1 (configuration not stated),8%,21µM*,u
Cc1c(C(=O)O)sc2c1c(=O)n(Cc1ccccc1)c(=O)n2C,-6%,-2%,-9%
CCOc1cccc(-c2nn3c(-c4cc(C)[nH]n4)nnc3s2)c1,3%,u,7%&9%
CCOc1ccc(OCC)c(NC(=O)C2CCCN(S(=O)(=O)c3cc(Br)cc4c3N(C(=O)CC)CC4)C2)c1 (configuration not stated),x,u,-7%
FC(F)(F)c1ccccc1CN1CCN(C2CCCCCC2)CC1,-3%,u,11%
